Screening data: PubChem, Broad Institute
MITF TRPM1 HTS: activators of MITF-driven TRPM1 promoter reporter, primary screen, cell-based, SK-MEL-5, luciferase, single point. activation, % at 12.5 µM. SK-MEL-5 TRPM1-promoter luciferase, 24 h; % of positive control, neutral wells = 0. AID 588334, 2011. 300,000 compounds, 0.75% hits;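 active = mean activation of at least 80% with every replicate also reaching 80%; inconclusive = mean reaches 80% but some replicate falls short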;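 also: 0% = neutral control wells and 100% = parthenolide positive control wells; values of inactives mirror those of a sister screen read the other way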
CAL PDZ FP-1: untagged CAL PDZ binding inhibitors, primary screen, biochemical, fluorescence polarization, HTS | Golgi-associated PDZ and coiled-coil motif-containing protein (Homo sapiens), Q9HD26 | purified CAL PDZ, TMR-peptide fluorescence polarization, 1 h | inhibition, % at 24.9 µM | 300,000 compounds, 0.92% hits | AID 602252, 2012;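 active = mean inhibition of at least 30% with at least half of replicates also reaching 30%; inconclusive = no clear call, values can overlap the other calls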;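 also: 0% = DMSO neutral control and 100% = excess unlabeled competitor peptide PRC23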
NSD2 inh: NSD2 histone methyltransferase inhibitors, primary screen, biochemical, AlphaScreen, single concentration, set 2; 310,000 compounds, 0.54% hits; inhibition, % at 12.5 µM; NSD2 peptide methylation, 120 min; in the data active = inhibition above about 50%
CAL PDZ FP-2: CAL PDZ peptide-binding inhibitors, primary screen, biochemical, fluorescence polarization, Cer-tagged CAL PDZ, HTS; Golgi-associated PDZ and coiled-coil motif-containing protein (Homo sapiens), Q9HD26; purified CAL PDZ, TMR-peptide fluorescence polarization, 1 h; inhibition, % at 20 µM; 330,000 compounds, 0.02% hits; AID 504414, 2011;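 active = highest replicate inhibition of at least 40%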;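 also: plate controls were DMSO neutral control wells for no effect and unlabeled competitor peptide control wells for full effect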
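Material: tagged CAL PDZ protein CerCALP, purified; buffer or medium: sodium phosphate/NaCl buffer pH 7.4 with TCEP, IgG, Thesit; also added: fluorescent TMR peptide probe; schedule: 1 h incubation at room temperature before polarization reading; technique: fluorescence polarization from S- and P-plane intensities, G-factor corrected; control set: unlabelled peptide and DMSO controls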
dFosB act: activators of delta FosB homodimer, primary screen, biochemical, fluorescence polarization, TAMRA-CDK5 oligo, single point; activation, % at 25 µM; Protein FosB (Mus musculus), P13346; 340,000 compounds, 0.99% hits; purified delta FosB; percent of positive-control signal above neutral wells; AID 493131, 2011;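 active = mean activation above about 17%, with every replicate also reaching it, limit read from the data, passing the limit was not always enough; inconclusive = only one of the two conditions met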;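 also: fluorescence polarization rise as delta FosB binds a TAMRA Cdk5 AP-1 oligo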
Target sequence (P13346 whole entry, looked up): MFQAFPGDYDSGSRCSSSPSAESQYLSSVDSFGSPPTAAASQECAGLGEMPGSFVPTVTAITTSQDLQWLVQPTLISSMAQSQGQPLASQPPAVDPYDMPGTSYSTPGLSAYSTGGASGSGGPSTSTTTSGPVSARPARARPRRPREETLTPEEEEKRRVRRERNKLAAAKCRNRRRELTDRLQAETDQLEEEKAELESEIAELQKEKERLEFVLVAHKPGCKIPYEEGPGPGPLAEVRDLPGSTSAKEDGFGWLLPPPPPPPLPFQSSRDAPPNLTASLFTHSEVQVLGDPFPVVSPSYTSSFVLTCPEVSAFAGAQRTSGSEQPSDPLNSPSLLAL
SR-BI uptake up: activators of SR-BI mediated DiI-HDL uptake, primary screen, ldlA[mSR-BI] CHO cells, DiI fluorescence; activation, % at 12.5 µM; 3 h; 100 = double the neutral-control signal; 320,000 compounds, 0.096% hits;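 active = mean replicate activation of at least 60% and every replicate at or above 60%; inconclusive = mean or all-replicate condition met, but not both; inactive = mean below 60% and not all replicates reaching 60%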;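 also: 0% = median plate neutral-control signal and 100% = twice that signal; values of inactives mirror those of a sister screen read the other way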
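Assay system: CHO ldlA[mSR-BI] cells, LDL receptor-null, SR-BI overexpressing; medium: Ham's F12 with 0.5% BSA, HEPES 25 mM, pH 7.4; also added: DiI-HDL 10 µg/mL; timing: 3 h uptake period with compound, 37 °C; signal: DiI fluorescence, bottom read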
PfHsp90 yeast 2: growth inhibition of PfHsp90-expressing yeast, primary screen, antimalarial PfHsp90 inhibitor project, S. cerevisiae, BacTiter-Glo luminescence, single point, set 2; 310,000 compounds, 0.32% hits; inhibition, % at 9.4 µM; BacTiter-Glo ATP, 48 h; yeast lacking PDR1 and PDR3 efflux regulators;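 active = every replicate shows inhibition above about 80%, whatever the replicate mean, limit read from the data; inconclusive = mean inhibition reaches the set limit but some replicate falls short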;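 also: 0% = DMSO neutral controls and 100% = 20 µM radicicol positive controls; yeast relying on Plasmodium falciparum Hsp90 in place of its own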
Rtt109 Vps75: inhibitors of C. albicans Rtt109/Vps75 HAT, primary screen, biochemical, ThioGlo CoA-SH fluorescence, plate reader; Histone acetyltransferase RTT109 (Candida albicans (strain SC5314 / ATCC MYA-2876)), …; purified Rtt109/Vps75, 4 h; inhibition, % at 34.9 µM; 330,000 compounds, 0.16% hits;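 active = inhibition of at least 50% in every replicate; inconclusive = best replicate reaches 50% inhibition but some replicates fall short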
PvdQ inh: P. aeruginosa PvdQ acylase inhibitors, primary screen, biochemical, fluorescence, plate reader and imaging, single point. purified PvdQ acylase. inhibition, % at 10 µM. 340,000 compounds, 0.063% hits; in the data active = inhibition above about 30%, passing the limit was not always enough; inconclusive = no clear call, values can overlap the other calls;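 also: 0% = vehicle neutral wells and 100% = reference inhibitor wells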
SR-BI HDL uptake: inhibitors of SR-BI mediated HDL lipid uptake, primary screen, ldlA[mSR-BI] cells, fluorescence, single point; ldlA[mSR-BI] CHO cells, DiI-HDL uptake fluorescence, 3 h; inhibition, % at 12.5 µM; 320,000 compounds, 0.96% hits;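 active = mean replicate inhibition of at least 70% and a set share of replicates each scoring 70 or more; inconclusive = meets just one of the two criteria; inactive = fails both criteria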;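 also: 0% = median of neutral control wells and 100% = median of positive control wells; values of inactives mirror those of a sister screen read the other way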
Target sequence (Q61009 whole entry, looked up): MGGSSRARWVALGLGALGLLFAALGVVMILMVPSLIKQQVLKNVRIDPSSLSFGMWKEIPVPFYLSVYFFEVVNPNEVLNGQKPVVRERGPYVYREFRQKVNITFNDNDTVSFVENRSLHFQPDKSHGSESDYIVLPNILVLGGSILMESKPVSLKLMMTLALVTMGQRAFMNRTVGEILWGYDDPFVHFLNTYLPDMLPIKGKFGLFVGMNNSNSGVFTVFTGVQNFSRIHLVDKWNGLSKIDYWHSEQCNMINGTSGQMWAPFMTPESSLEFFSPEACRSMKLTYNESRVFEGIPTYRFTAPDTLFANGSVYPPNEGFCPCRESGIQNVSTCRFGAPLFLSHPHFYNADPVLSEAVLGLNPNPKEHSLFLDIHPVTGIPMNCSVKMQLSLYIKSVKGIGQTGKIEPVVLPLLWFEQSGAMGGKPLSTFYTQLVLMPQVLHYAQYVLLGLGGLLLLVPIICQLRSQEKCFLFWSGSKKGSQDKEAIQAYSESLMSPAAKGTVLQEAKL
* = called active by the depositor.

Screening OC[C@@H]1[C@@H](c2ccc(Cl)cc2)C(c2cccc(Cl)c2)=NN1c1ccccc1 returned MITF TRPM1 HTS 5, CAL PDZ FP-1 8, CAL PDZ FP-2 0.0, dFosB act -11, SR-BI uptake up -26, PfHsp90 yeast 2 -26, Rtt109 Vps75 -3, PvdQ inh -19 and SR-BI HDL uptake 26.
`c1nc(NCc2ccc3c(c2)OCO3)c2cc(-c3ccoc3)ccc2n1` gave MITF TRPM1 HTS 46, CAL PDZ FP-1 -3, CAL PDZ FP-2 -3.4, dFosB act -7, SR-BI uptake up -8, PfHsp90 yeast 2 -3, Rtt109 Vps75 -3, PvdQ inh -4 and SR-BI HDL uptake 0.
`CC(C)(C)c1ccc(OCCCn2ccnc2)cc1` gave CAL PDZ FP-1 -2, NSD2 inh 11, CAL PDZ FP-2 -1.6, dFosB act -4, SR-BI uptake up 9, PfHsp90 yeast 2 -16, Rtt109 Vps75 -1, PvdQ inh -1 and SR-BI HDL uptake -9.
O=C(Nc1cccc(S(=O)(=O)N2CCCC2)c1)C1CCCN1C(=O)c1cccs1 (stereo unspecified) was read as MITF TRPM1 HTS -1, CAL PDZ FP-1 0, CAL PDZ FP-2 -2.8, dFosB act -2, PfHsp90 yeast 2 -13, Rtt109 Vps75 -1 and PvdQ inh 2.
`Cc1cccc(NC(=O)c2cc3ccccc3c(=O)o2)n1` gave MITF TRPM1 HTS 57, CAL PDZ FP-1 4, NSD2 inh 2, CAL PDZ FP-2 -0.8, dFosB act 1, PfHsp90 yeast 2 7, Rtt109 Vps75 -10 and PvdQ inh -7.
For CCc1cccc(C)c1NC(=O)COn1nnc2ccc(C(F)(F)F)cc21 the results were MITF TRPM1 HTS 4, CAL PDZ FP-1 -5, NSD2 inh -2, CAL PDZ FP-2 -1.6, dFosB act -7, SR-BI uptake up -29, PfHsp90 yeast 2 3, Rtt109 Vps75 inconclusive, PvdQ inh 5 and SR-BI HDL uptake 29.
Screening COc1ccc(-c2csc3ncnc(N4CCN(C(=O)c5ccco5)CC4)c23)cc1 returned MITF TRPM1 HTS 6, CAL PDZ FP-1 -4, NSD2 inh -1, CAL PDZ FP-2 -1.8, dFosB act -18, SR-BI uptake up -19, PfHsp90 yeast 2 -12, Rtt109 Vps75 -6, PvdQ inh -13 and SR-BI HDL uptake 19.
For CCOc1cc(S(=O)(=O)n2ccc(C)n2)ccc1Br the results were MITF TRPM1 HTS 11, CAL PDZ FP-1 -6, NSD2 inh 2, CAL PDZ FP-2 -0.4, dFosB act -6, SR-BI uptake up 14, PfHsp90 yeast 2 38, Rtt109 Vps75 9, PvdQ inh -9 and SR-BI HDL uptake -14.
`Cc1cc(Cl)cc2c(N=Nc3ccccc3C(=O)O)c(O)[nH]c12` gave MITF TRPM1 HTS 14, CAL PDZ FP-1 -5, NSD2 inh 2, CAL PDZ FP-2 -0.6, dFosB act 1, PfHsp90 yeast 2 -23, Rtt109 Vps75 3 and PvdQ inh -6.
`COc1ccc(N(CCCN2C(=O)c3cccc4cccc(c34)C2=O)C(=O)c2cccs2)cc1` gave MITF TRPM1 HTS -13, CAL PDZ FP-1 7, NSD2 inh -2, CAL PDZ FP-2 -1.7, dFosB act -13, SR-BI uptake up -24, PfHsp90 yeast 2 -5, Rtt109 Vps75 1, PvdQ inh -8 and SR-BI HDL uptake 24.
`O=C(CCS(=O)(=O)c1cccs1)NC1CCCCCC1` gave CAL PDZ FP-1 -3, NSD2 inh 0, dFosB act -1, SR-BI uptake up -3, Rtt109 Vps75 3, PvdQ inh -14 and SR-BI HDL uptake 3.
Screening COc1ccc(NC(=O)Cn2nnc(C(=O)NCCc3ccccc3)c2N)c(OC)c1 returned MITF TRPM1 HTS 9, CAL PDZ FP-1 -1, NSD2 inh -6, CAL PDZ FP-2 -2.8, dFosB act 10, SR-BI uptake up -40, PfHsp90 yeast 2 -10, Rtt109 Vps75 2, PvdQ inh 0 and SR-BI HDL uptake 40.
For CCNc1nc(NCC)nc(N/N=C/c2ccc(N(C)C)cc2)n1 the results were MITF TRPM1 HTS 5, CAL PDZ FP-1 -4, NSD2 inh 8, CAL PDZ FP-2 -1.2, dFosB act -5, SR-BI uptake up -9, PfHsp90 yeast 2 -1, Rtt109 Vps75 3, PvdQ inh -6 and SR-BI HDL uptake 9.
COc1ccc(CCNC(=O)CNCC2CCCCC2)cc1OC was read as MITF TRPM1 HTS 10, CAL PDZ FP-1 2, NSD2 inh -2, CAL PDZ FP-2 0.1, dFosB act -1, PfHsp90 yeast 2 -13, Rtt109 Vps75 1 and PvdQ inh 3.
Screening CC(NC(=O)c1ccc2ccccc2n1)c1ccc(Br)cc1 (stereo unspecified) returned MITF TRPM1 HTS -5, CAL PDZ FP-1 -4, NSD2 inh 0, CAL PDZ FP-2 -0.3, dFosB act 4, SR-BI uptake up 3, PfHsp90 yeast 2 -3, Rtt109 Vps75 17, PvdQ inh -3 and SR-BI HDL uptake -3.
Screening CC(C)c1ccc(-c2nn(-c3ccccc3)cc2C2C(C#N)=C(N)OC3=C2C(=O)CC(C)(C)C3)cc1 (stereo unspecified) returned CAL PDZ FP-1 -1, NSD2 inh 0, CAL PDZ FP-2 -1.1, dFosB act -8, SR-BI uptake up -5, Rtt109 Vps75 -4, PvdQ inh -14 and SR-BI HDL uptake 5.
Screening O=C(CCc1nnc2ccc(NCc3ccc(F)cc3)nn12)NC1CCCC1 returned MITF TRPM1 HTS -8, CAL PDZ FP-1 3, NSD2 inh 2, CAL PDZ FP-2 -1.3, dFosB act 5, SR-BI uptake up 19, PfHsp90 yeast 2 -45, Rtt109 Vps75 -17, PvdQ inh -12 and SR-BI HDL uptake -19.
For CCOC(=O)COn1c(-n2nc(C)cc2C)nc2ccccc2c1=O the results were MITF TRPM1 HTS 9, CAL PDZ FP-1 7, NSD2 inh -5, CAL PDZ FP-2 -1.9, dFosB act -7, SR-BI uptake up -10, PfHsp90 yeast 2 0, Rtt109 Vps75 21, PvdQ inh 17 and SR-BI HDL uptake 10.
CCOC(=O)C(=O)c1c(-c2ccccc2)nc2ccccn12 was read as MITF TRPM1 HTS -21, CAL PDZ FP-1 -10, NSD2 inh 2, CAL PDZ FP-2 -2.3, dFosB act 0, SR-BI uptake up -10, PfHsp90 yeast 2 -16, Rtt109 Vps75 -16, PvdQ inh -9 and SR-BI HDL uptake 10.
`O=C(O)c1ccc2c(c1)C1C=CCC1C(c1cc3c(cc1Br)OCO3)N2` (stereo unspecified) gave MITF TRPM1 HTS -2, NSD2 inh 9, CAL PDZ FP-2 -3.8, dFosB act -8, SR-BI uptake up 8, PfHsp90 yeast 2 -98, Rtt109 Vps75 15, PvdQ inh -5 and SR-BI HDL uptake -8.
Screening Cc1ccc(-n2c(SCC(=O)NCc3ccc4c(c3)OCO4)nnc2-c2cccnc2)c(C)c1 returned MITF TRPM1 HTS 24, CAL PDZ FP-1 0, NSD2 inh 10, CAL PDZ FP-2 -2.2, dFosB act -2, SR-BI uptake up -40, PfHsp90 yeast 2 9, Rtt109 Vps75 10, PvdQ inh -14 and SR-BI HDL uptake 40.
Screening COc1ccc(-n2c(SC)nc(O)c(Cc3ccccc3)c2=O)cc1 returned MITF TRPM1 HTS 14, NSD2 inh 10, CAL PDZ FP-2 -2.3, dFosB act -7, SR-BI uptake up 29, PfHsp90 yeast 2 15, Rtt109 Vps75 0, PvdQ inh -3 and SR-BI HDL uptake -29.
Screening CN1C(=O)[C@@H]2[C@@H]3C[C@@H]([C@H]4ON=C(c5ccccc5OCC#N)[C@@H]34)[C@@H]2C1=O returned MITF TRPM1 HTS -5, CAL PDZ FP-1 -4, NSD2 inh 2, CAL PDZ FP-2 -0.2, dFosB act -5, SR-BI uptake up 2, PfHsp90 yeast 2 13, Rtt109 Vps75 0, PvdQ inh -12 and SR-BI HDL uptake -2.
`COC(=O)c1ccc(C)c(NC(=O)c2ccc(Cl)c([N+](=O)[O-])c2)c1` gave MITF TRPM1 HTS 1, CAL PDZ FP-1 1, NSD2 inh -5, CAL PDZ FP-2 -0.8, dFosB act -5, SR-BI uptake up 16, PfHsp90 yeast 2 6, Rtt109 Vps75 -1, PvdQ inh 1 and SR-BI HDL uptake -16.
`CC(=O)c1ccc(NC(=O)Cn2cnc(S(=O)(=O)N3CCc4ccccc43)c2)cc1` gave MITF TRPM1 HTS 3, CAL PDZ FP-1 -2, NSD2 inh 2, CAL PDZ FP-2 -1.8, dFosB act 2, SR-BI uptake up 4, PfHsp90 yeast 2 1, PvdQ inh 11 and SR-BI HDL uptake -4.
COc1cccc(NC(=O)Nc2nnc(N3CCCCC3C)s2)c1 (stereo unspecified) was read as CAL PDZ FP-2 -0.6, dFosB act -7, SR-BI uptake up 9, PfHsp90 yeast 2 3, Rtt109 Vps75 1, PvdQ inh 6 and SR-BI HDL uptake -9.

2 entries drawn at random from those above, as already listed:
Screening Cc1ccc(-n2c(SCC(=O)NCc3ccc4c(c3)OCO4)nnc2-c2cccnc2)c(C)c1 returned MITF TRPM1 HTS 24, CAL PDZ FP-1 0, NSD2 inh 10, CAL PDZ FP-2 -2.2, dFosB act -2, SR-BI uptake up -40, PfHsp90 yeast 2 9, Rtt109 Vps75 10, PvdQ inh -14 and SR-BI HDL uptake 40.
Screening CN1C(=O)[C@@H]2[C@@H]3C[C@@H]([C@H]4ON=C(c5ccccc5OCC#N)[C@@H]34)[C@@H]2C1=O returned MITF TRPM1 HTS -5, CAL PDZ FP-1 -4, NSD2 inh 2, CAL PDZ FP-2 -0.2, dFosB act -5, SR-BI uptake up 2, PfHsp90 yeast 2 13, Rtt109 Vps75 0, PvdQ inh -12 and SR-BI HDL uptake -2.
